Bioassay records as filed in PubChem.
PME-1 primary – blocks human protein phosphatase methylesterase 1 | recombinant PME-1, FP-Rh probe fluorescence polarization | inhibition, % at 5.9 µM | actives 0.53% (n = 320,000) | AID 2130;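 active = inhibition above the campaign mean of all compounds plus 3 SD, cut at about 26% in these data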;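 also: competitive labeling of PME-1 active site by serine hydrolase directed probe; 0% = PME-1 with DMSO and 100% = wells lacking PME-1 enzyme; inhibitors block probe labeling so polarization falls and inhibition rises; many of its hits are not listed in these tables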
Fam108B inh – Fam108B inhibition, counter-screen for RBBP9 inhibitors | recombinant Fam108B, FP-Rh probe fluorescence polarization | inhibition, % at 9.51 µM | actives 0.33% (n = 300,000) | AID 1947;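 active = inhibition above the screen mean inhibition plus 3 SD, computed separately per campaign, cut at about 18% in these data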;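 also: inhibitors lower polarization as less probe binds the enzyme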
PAFAH1B2 inh – inhibitors of human PAFAH1B2 | recombinant PAFAH1B2, FP-rhodamine activity probe, fluorescence polarization | P68402 | actives 1.2% (n = 340,000) | inhibition, % at 3.39 µM;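 active = inhibition above the mean of all tested compounds plus 3 SD, cut at about 24% in these data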;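 also: 0% = enzyme with DMSO and 100% = wells lacking PAFAH1B2; many of its hits are not listed in these tables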
Target sequence (P68402 whole entry, looked up): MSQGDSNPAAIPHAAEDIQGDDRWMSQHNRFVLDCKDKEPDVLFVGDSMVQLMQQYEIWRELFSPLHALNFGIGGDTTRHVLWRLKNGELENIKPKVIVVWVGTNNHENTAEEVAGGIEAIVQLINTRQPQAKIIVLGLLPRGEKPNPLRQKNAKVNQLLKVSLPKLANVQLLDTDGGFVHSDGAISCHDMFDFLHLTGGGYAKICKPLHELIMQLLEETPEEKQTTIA
PAFAH2 FP inh – PAFAH2 (human) inhibition; inhibition, % at 3.39 µM; recombinant PAFAH2, FP-rhodamine activity probe, fluorescence polarization; AID 492956; actives 0.99% (n = 340,000); Q99487;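 active = inhibition above the mean over all tested compounds plus 3 SD, cut at about 30% in these data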;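 also: inhibitors block probe labeling of enzyme so polarization drops; 0% = enzyme with DMSO and 100% = wells lacking PAFAH2 protein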
LYPLA1 inh – LYPLA1 (human) inhibition in PME1 counter-screen; O75608; actives 0.16% (n = 320,000); inhibition, % at 5.9 µM; recombinant LYPLA1, FP-Rh probe fluorescence polarization; AID 2174;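 active = inhibition above the mean of all tested compounds plus 3 SD, set per campaign, cut at about 14% in these data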;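 also: inhibitors block serine hydrolase probe labeling of LYPLA1 so polarization falls; 0% = enzyme with DMSO and 100% = wells lacking LYPLA1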
GSTO1 counter – GSTO1 inhibition, counter-screen for RBBP9 inhibitors; recombinant GSTO1, activity-based probe fluorescence polarization; AID 1974; P78417; actives 1.1% (n = 300,000); inhibition, % at 5.96 µM;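 active = inhibition above the campaign mean inhibition plus 3 SD, cut at about 35% in these data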;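 also: 0% = GSTO1-1 with DMSO and 100% = wells lacking GSTO1-1 enzyme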
PAD4 inh – inhibitors of human PAD4; actives 0.41% (n = 330,000); inhibition, % at 6.36 µM; Q9UM07; recombinant PAD4, RCA probe fluorescence polarization;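 active = percent inhibition above a cutoff equal to the mean of all tested compounds plus 3 SD, cut at about 15% in these data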;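 also: 0% = PAD4 with RCA probe and DMSO and 100% = probe without PAD4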
pPAFAH inh – inhibitors of human plasma PAF acetylhydrolase (pPAFAH) | recombinant pPAFAH, FP-rhodamine probe fluorescence polarization | inhibition, % at 3.39 µM | actives 1.5% (n = 330,000) | AID 463082;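 active = inhibition above the mean inhibition across the screen plus 3 SD, cut at about 25% in these data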;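 also: inhibitors block binding of the rhodamine activity-based probe so polarization drops; 0% = enzyme with DMSO and 100% = wells lacking pPAFAH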
Target sequence (Q13093 whole entry, looked up): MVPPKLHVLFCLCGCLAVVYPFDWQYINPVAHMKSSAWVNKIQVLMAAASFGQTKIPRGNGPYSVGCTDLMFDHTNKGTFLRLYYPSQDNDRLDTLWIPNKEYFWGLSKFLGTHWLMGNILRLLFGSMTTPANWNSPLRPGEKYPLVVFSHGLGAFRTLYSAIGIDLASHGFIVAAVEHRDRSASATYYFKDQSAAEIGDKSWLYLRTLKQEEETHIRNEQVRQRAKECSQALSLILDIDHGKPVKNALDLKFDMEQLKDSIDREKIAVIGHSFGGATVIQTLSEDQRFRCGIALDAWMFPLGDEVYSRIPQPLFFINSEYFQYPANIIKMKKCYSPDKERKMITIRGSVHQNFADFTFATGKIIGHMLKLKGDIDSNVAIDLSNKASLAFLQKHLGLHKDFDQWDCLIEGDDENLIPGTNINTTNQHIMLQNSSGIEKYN
PAFAH1B3 inh – blocks human PAF acetylhydrolase 1B catalytic subunit 3; recombinant PAFAH1B3, FP-rhodamine probe, fluorescence polarization; Q15102; actives 0.28% (n = 340,000); inhibition, % at 3.39 µM;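 active = inhibition above the screen-wide average of all tested compounds plus 3 SD, cut at about 25% in these data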;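 also: 0% = enzyme with DMSO only and 100% = wells lacking PAFAH1B3 protein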
Target sequence (Q15102 whole entry, looked up): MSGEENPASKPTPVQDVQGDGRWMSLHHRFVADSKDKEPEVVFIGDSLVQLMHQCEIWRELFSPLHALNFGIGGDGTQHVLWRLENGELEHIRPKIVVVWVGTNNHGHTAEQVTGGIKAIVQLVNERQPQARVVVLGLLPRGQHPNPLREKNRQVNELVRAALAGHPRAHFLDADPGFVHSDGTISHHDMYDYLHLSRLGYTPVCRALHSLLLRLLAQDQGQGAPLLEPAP
The depositor's hits bear a star; / = not tested or not shown. This is a subset; the hit share may differ from the screen's.

Values run as follows: pPAFAH inh	PAFAH2 FP inh	Fam108B inh	PAFAH1B3 inh	PAFAH1B2 inh	PME-1 primary	PAD4 inh	GSTO1 counter	LYPLA1 inh
1	COc1ccc(-c2csc(Cc3nnc(N4CCOCC4)n3-c3ccccc3)n2)cc1OC
  5	1	-3	4	2	-7	-3	-5	0
2	O=C(N/N=C/c1ccc([N+](=O)[O-])cc1)c1cc2ccccc2o1
  5	1	-11	3	-1	-3	2	-10	2
3	C[C@@H](NC(=O)c1nc[nH]c1C(=O)NCCCCCNC(=O)OC(C)(C)C)c1ccccc1
  12	1	/	3	7	/	4	/	/
4	Cc1ccc(S(=O)(=O)CCC(=O)Nc2ccccc2C)cc1
  0	-7	3	4	4	-3	0	-5	-2
5	COc1ccc(OC)c(NC(=O)COC(=O)c2ccc(-n3cnnn3)cc2)c1
  0	8	-7	10	4	-4	-6	-5	-3
6	COc1ccc(-n2c(SCC(=O)Nc3ccccc3)nc(O)cc2=O)cc1
  18	10	-2	13	-5	-14	-1	8	-10
7	COc1ccc(Cn2cnc3c([N+](=O)[O-])c(C)c(C)cc32)cc1
  2	6	-7	3	6	21	4	4	-2
8	Cc1ccc(NC(=O)CN(C)S(=O)(=O)c2cccc3cccnc23)cc1
  -1	4	-1	1	1	4	-7	6	-2
9	CCc1ccc(N(CC)C(=O)Cc2c(C(=O)O)n(C)c3ccccc23)cc1
  7	2	3	6	11	-5	-2	8	-2
10	CC(C)c1nnc(NC(=O)CCC(=O)NCC2CCCO2)s1 (centres undefined)
  3	1	-3	2	3	-7	2	1	0
11	Cc1ccc(C(=O)NCC(=O)N(C)CC(=O)Nc2c(Cl)cccc2Cl)s1
  -4	1	1	8	3	0	0	-1	0
12	CC(Sc1ccc2nnc(-c3ccc(F)cc3)n2n1)C(=O)O (centres undefined)
  6	-1	3	5	4	-3	0	1	-1
13	O=C(Nc1c2c(nn1-c1ccc([N+](=O)[O-])cc1)CS(=O)(=O)C2)c1ccco1
  2	-4	0	4	3	-6	4	8	0
14	C=CCc1ccc(OCCOCCN(C)C)c(OC)c1
  5	-7	0	-1	6	-2	0	4	-2
15	O=C(COc1cccnc1[N+](=O)[O-])N1CCC(Cc2ccccc2)CC1
  5	-3	/	6	10	/	0	/	/
16	Fc1cccc(/C=N/Nc2ccc3ccccc3n2)c1
  0	5	8	12	3	8	-3	5	2
17	CC(C)c1ccc(/C=C/C2=NNC(=O)CC2)cc1
  5	-2	1	5	2	4	-4	-1	0
18	COc1ccc(Br)cc1CN(C)CC(=O)Nc1cc([N+](=O)[O-])ccc1OC
  3	-4	0	-5	2	2	0	4	3
19	Cc1ccc(NC(=O)C2CCN(C(=O)c3cccs3)CC2)cc1
  -7	1	-5	8	3	-3	-1	-6	1
20	O=c1c(-c2ccc(Cl)cc2)cnc2n1CCS2
  2	1	-2	4	2	-6	3	6	3
21	O=S(=O)(c1ccccc1OC(F)(F)F)N1CCN(c2ccnc3cc(Cl)ccc23)CC1
  1	1	-8	9	-2	-1	0	-6	-5
22	C/C=C(/C)C(=O)O[C@@H]([C@H](O)c1cc2ccc(=O)oc2cc1OC)C(C)(C)O[C@@H]1O[C@H](CO)[C@@H](O)[C@H](O)[C@H]1O
  12	-10	/	6	6	/	2	/	/
23	COc1ccc(CN2CC[C@@H](N3CCOCC3)[C@H](O)C2)cc1F
  0	7	6	-4	1	-2	-4	0	6
24	CN(C(=O)c1ccc(S(=O)(=O)N2CCCCC2)cc1)C1CCS(=O)(=O)C1 (centres undefined)
  4	1	-1	12	2	2	4	-3	-3
25	COc1ccc(-c2nnc(OC)c3ccccc23)cc1
  11	-3	2	4	0	0	1	2	3
26	CCn1c(SCC(=O)Nc2ccc3[nH]c(=O)[nH]c3c2)nc2ccccc21
  4	-7	/	2	6	7	1	/	2
27	C/C(CC(C)C)=N\Oc1nc(C)cc(C)n1
  -5	/	1	/	/	-1	-1	11	1
28	O=C(Nc1nnc(S(=O)(=O)Nc2ccccc2)s1)C1CCCCC1
  2	-3	-2	-1	7	3	1	-25	5
29	O=C(Cc1cccc(NC(=O)C2CCN(C(=O)C3CCCC3)CC2)c1)Nc1cccc(C(=O)N2CCCC2)c1
  1	-1	/	8	0	-1	-5	/	-5
30	Cc1cc(NC(=O)CSc2nc(CC(C)(C)C)nc3c2c(=O)n(C)c(=O)n3C)no1
  11	-5	-4	5	1	1	-5	4	-1
31	NC(=O)CC[C@@H]1NC(=O)[C@H](CO)NC(=O)c2cc([N+](=O)[O-])cc(I)c2NCCC[C@@H](C(N)=O)NC(=O)[C@H](Cc2ccc(O)cc2)NC1=O
  6	/	-3	/	/	-12	-2	-1	-8
32	COc1ccccc1NC(=O)C(C)OC(=O)CSCC(=O)Nc1ccc(C)cc1C (centres undefined)
  5	-7	/	5	3	3	5	/	1
33	O=C1c2cccc3cccc(c23)C(=O)N1CCCn1ccnc1
  -6	/	-2	/	/	0	-1	6	-2
34	Cc1cc(C)nc(/N=C2\NC(=O)CC(C(=O)O)N2c2cccc(Cl)c2)n1 (centres undefined)
  -1	/	3	/	/	3	-1	6	4
35	Cc1onc(-c2ccccc2)c1C1=N/C(=C\c2ccccc2F)C(=O)O1
  3	-4	2	4	-2	0	4	8	0
36	COc1ccc(C(=O)NCC(=O)OCC(=O)N(C)c2ccccc2)cc1
  2	-3	1	-4	-1	3	3	-5	1
37	Cc1ccc(C(C)NC(=O)c2c(C)noc2C)cc1C (centres undefined)
  -4	-1	1	-1	0	0	-2	-1	0
38	CC1=C(C(=O)OC2CCCCC2)C(c2ccccc2F)NC(=O)N1 (centres undefined)
  2	-5	0	1	11	6	-3	-11	-2
39	NS(=O)(=O)c1ccc(CCNC(=O)CSCc2ccccc2)cc1
  3	8	-4	7	7	1	0	1	1
40	Cn1c(=O)n(Cc2ccc(F)cc2)c(=O)c2c1nc1n2CCCN1Cc1ccccc1
  7	9	0	7	2	6	-5	-3	-1
41	CCCCN(Cc1ccccc1)S(=O)(=O)c1cc(Br)cc2c1N(C(C)=O)C(C)C2 (centres undefined)
  3	5	-1	4	4	-5	-3	-2	-4
42	COc1cc(OC)nc(Oc2ccc(N)c(C)c2)n1
  2	-6	1	0	-4	-4	0	5	5
43	CC(NC(=O)CC1CCCCC1)c1ccccc1 (centres undefined)
  -4	1	0	5	-3	-5	-3	3	1
44	Cc1ccc(CN(C)C2CCN(C)CC2)cc1
  -7	-4	-1	10	0	-6	-2	4	-2
45	COc1c(C(=O)Nc2nnc(C3CC3)s2)csc1Cl
  8	1	0	2	-4	-1	0	-18	-1
46	Cc1cccc(NC(=O)Cn2cnc3c(cnn3-c3ccc(F)cc3)c2=O)c1C
  -1	-8	-9	1	0	-1	2	2	-1
47	CCOc1ccccc1C1C2=C(COC2=O)Nc2cc3c(cc21)OCO3 (centres undefined)
  0	-1	1	11	1	4	-2	19	2
48	Cn1c(N)c(C(=O)CSc2nnc(N)s2)c(=O)n(C)c1=O
  -5	-6	/	0	4	/	1	/	/
49	COc1ccc(-c2nnc3n2N=C(C)CS3)cc1OC
  -2	-1	0	5	2	6	0	4	-2
50	CCOc1ncccc1C(=O)NNC(=O)c1cccc(S(=O)(=O)Nc2ccccc2OC)c1
  6	-1	2	4	1	0	-4	7	1
51	O=C(CSc1nnc(-c2ccc(Br)cc2)n1C1CCCCC1)N1CCCC1
  -1	-8	-2	4	-1	-1	1	1	0
52	Cc1cc(NC(=O)CSc2ccccn2)cc(NC(=O)CSc2ccccn2)c1
  1	-1	3	7	7	-1	5	5	0
53	CN1C(=O)Cc2cc(S(=O)(=O)Nc3ccc(N4CCOCC4)cc3)ccc21
  9	4	2	-1	5	-3	-2	12	0
54	CC[C@]12c3[nH]c4ccc(Cl)cc4c3CCN1C(=O)[C@@H](CC(=O)NCCCn1ccnc1)C[C@@H]2C(=O)N1CCN(C(=O)c2ccco2)CC1
  6	1	/	6	0	/	-8	/	/
55	CCC[C@@H](CN1CCC[C@H]1CN1C(N)=NC[C@@H]1Cc1ccccc1)N1C[C@@H](Cc2ccccc2)N(CCc2ccc(Cl)c(Cl)c2)C1=N
  1	4	/	2	3	/	0	/	/
56	Cc1c(Cl)cccc1N1C(=O)CC(NNC(=O)c2ccc3c(c2)OCO3)C1=O (centres undefined)
  0	7	/	5	8	/	3	/	/
57	Cc1ccc(C(=O)O/N=C/C2=C(Cl)c3ccccc3CC2)cc1
  1	38*	1	3	4	-3	-2	-4	-2
58	CC(=O)c1ccc(NC(=O)CSc2nc(C)cc(C)c2C(N)=O)cc1
  3	-6	-3	-1	1	-6	-4	1	-1
59	CCC(C)C(NC(=O)c1ccccc1NC(=O)c1ccc(OC)cc1)C(=O)NCc1ccco1 (centres undefined)
  5	-3	-12	-4	-2	-4	1	-1	-7
60	CCCN(CCC)CCNC(=O)c1cc2c(=O)n(CC)c3ccccc3c2s1
  1	3	3	11	-2	1	-2	7	-1

Next part:
Values run as follows: pPAFAH inh	PAFAH2 FP inh	Fam108B inh	PAFAH1B3 inh	PAFAH1B2 inh	PME-1 primary	PAD4 inh	GSTO1 counter	LYPLA1 inh
61	Cn1ccnc1SC(C(=O)O)c1ccccc1 (centres undefined)
  -4	4	-3	-1	7	-2	2	3	0
62	CCOC(=O)c1ccc2c(c1)n(CC)c(/C=C/Nc1ccccc1)[n+]2CC
  -2	6	-4	11	2	-1	-3	-4	1
63	CC1(C)CC(=O)C2=C(C1)Oc1ncn(CCCn3ccnc3)c(=N)c1C2c1ccccc1 (centres undefined)
  -1	0	2	-3	1	-5	1	-2	0
64	Fc1ccccc1CSCc1nc2ccccc2[nH]1
  5	-3	0	3	3	2	5	-11	0
65	CC(Sc1nc2ccc(C(=O)c3ccccc3)cc2[nH]1)C(=O)O (centres undefined)
  2	13	2	8	5	-4	-1	-1	0
66	O=C(N/C(=C/c1ccc(Br)cc1)C(=O)N1CCCC1)c1cccs1
  -1	6	-3	11	-6	-8	-12	4	-3
67	O=C1C2C3c4ccccc4C(c4ccccc43)C2c2nc3ccccc3n21 (centres undefined)
  -3	6	0	6	-3	-1	3	3	4
